STAT3 act = activators of IL-6 induced STAT3 signaling | U3A cells, IL-6 STAT3-luciferase reporter, luminescence; 100% = signal with IL-6 EC80 alone | activation (% of control), % at 5.6 µM | 190,000 tested, 0.91% active;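 active means activation above the screen-wide mean of compound activation plus 3 SD, cut at about 130% in these data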;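 further: 0% = background luminescence of wells with medium and substrate only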
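Test system: STAT3-luciferase reporter U3A cells; Detection: reporter luminescence signal; Times: 1 h compound pre-exposure, 6 h IL-6 stimulation, 37 °C; Benchmarks: IL-6-only high control; Also added: IL-6 stimulus at 33 ng/mL final.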
Redox H2O2 prof = compounds producing H2O2 with reducing agent – biochemical, NIH compound library profiling, artefact control for MLSCN library redox annotation, primary screen; AID 878; DTT-dependent redox cycling H2O2, phenol red/HRP absorbance; 100% = 100 µM peroxide control, 0% = buffer; activation, % at 10 µM; 200,000 tested, 0.03% active;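 active means activation of at least 50% relative to the plate's high and low controls in the primary single-dose screen; inactive means activation below 50%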;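 further: compound incubated with DTT at 0.8 mM final as the reducing agent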
STAT3 inh = STAT3 signaling inhibition. U3A cells, IL-6 STAT3-luciferase reporter, luminescence; host cell line lacks STAT1. inhibition, % at 5.5 µM. 190,000 tested, 0.89% active. AID 862;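 active means inhibition above the mean inhibition across all screened compounds plus 3 SD, cut at about 44% in these data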;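 further: 0% = DMSO only wells and 100% = 100 µM nifuroxazide control wells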
Efa HMGR inh = E. faecalis class II HMG-CoA reductase inhibition; AID 1066; purified E. faecalis HMGR, NADPH absorbance 340 nm kinetic; inhibition, % at 10 µM; 190,000 tested, 0.41% active;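 active means inhibition above a set limit, the median over all tested compounds plus 3 SD, cut at about 9.5% in these data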;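 further: enzyme runs in reverse so mevalonate oxidation gives rising NADPH absorbance; 0% = complete reaction with DMSO and 100% = background rate lacking mevalonate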
TLR4-MyD88 BLA = inhibitors of human TLR4-MyD88 binding; inhibition, % at 8.4 µM; 200,000 tested, 0.18% active; HeLa CL3-4 TLR4/MyD88 BLA complementation, FRET ratio; O00206+Q99836; in the data active means inhibition above about 25%;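 further: 0% = vehicle and 100% = reference inhibitor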
Target sequence (O00206 whole entry, looked up): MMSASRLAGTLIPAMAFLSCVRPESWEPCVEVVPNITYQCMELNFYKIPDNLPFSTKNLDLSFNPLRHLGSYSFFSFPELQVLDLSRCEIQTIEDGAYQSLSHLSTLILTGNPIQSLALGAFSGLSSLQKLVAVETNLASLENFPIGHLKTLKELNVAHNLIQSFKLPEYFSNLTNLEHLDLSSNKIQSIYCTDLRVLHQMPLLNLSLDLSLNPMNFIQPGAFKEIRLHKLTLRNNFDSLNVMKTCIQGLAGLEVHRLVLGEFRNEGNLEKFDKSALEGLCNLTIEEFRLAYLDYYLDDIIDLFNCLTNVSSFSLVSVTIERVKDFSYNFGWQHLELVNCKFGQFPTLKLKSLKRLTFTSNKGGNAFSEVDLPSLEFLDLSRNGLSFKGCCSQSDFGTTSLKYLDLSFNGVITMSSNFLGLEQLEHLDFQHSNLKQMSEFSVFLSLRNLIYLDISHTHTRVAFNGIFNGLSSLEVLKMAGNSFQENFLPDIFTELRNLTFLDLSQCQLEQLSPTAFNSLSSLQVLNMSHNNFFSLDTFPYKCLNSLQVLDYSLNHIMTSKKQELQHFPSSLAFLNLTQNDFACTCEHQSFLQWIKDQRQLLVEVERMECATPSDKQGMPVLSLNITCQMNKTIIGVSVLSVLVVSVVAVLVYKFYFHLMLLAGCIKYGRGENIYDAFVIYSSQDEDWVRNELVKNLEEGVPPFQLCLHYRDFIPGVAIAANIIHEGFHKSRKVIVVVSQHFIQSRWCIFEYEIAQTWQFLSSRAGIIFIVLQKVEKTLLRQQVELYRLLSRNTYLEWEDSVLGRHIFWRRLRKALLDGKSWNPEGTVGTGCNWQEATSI
Target sequence (Q99836 whole entry, looked up): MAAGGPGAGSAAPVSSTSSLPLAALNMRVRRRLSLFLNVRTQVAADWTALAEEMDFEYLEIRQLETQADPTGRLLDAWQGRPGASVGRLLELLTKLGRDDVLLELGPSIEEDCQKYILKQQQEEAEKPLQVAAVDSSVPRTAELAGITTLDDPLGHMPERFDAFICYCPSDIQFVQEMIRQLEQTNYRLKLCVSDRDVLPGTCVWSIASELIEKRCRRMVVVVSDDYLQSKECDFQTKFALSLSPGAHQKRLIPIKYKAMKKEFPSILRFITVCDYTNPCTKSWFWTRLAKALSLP
STAT1 activator = STAT1 signaling activation; NIH 3T3 STAT1-luciferase reporter, IFN-gamma, luminescence; 100% = IFN-gamma alone, no compound; activation (% of control), % at 5.5 µM; 200,000 tested, 2.6% active; AID 932;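 active means activation above the screen-wide mean activation plus 3 SD, cut at about 130% in these data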;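 further: raw ratio to IFN-gamma control signal so 100% means no change and 0% no light; values of inactives mirror those of a sister screen read the other way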
APP 5'UTR act = APP 5'UTR luciferase reporter activation. SH-SY5Y APP 5'UTR luciferase reporter, luminescence; zero percent = DMSO vehicle wells. activation, % at 2 µM. 190,000 tested, 1% active. AID 1276;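 active means activation above a set limit, based on mean plus 3 SD of controls, cut at about 140% in these data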; further: values of inactives mirror those of a sister screen read the other way
NF-kB expr up = raises NF-kB expression in human neuronal cells; fold change at 12.5 µM; 190,000 tested, 1.6% active; NF-kB reporter expression; hits give high values; AID 1239; in the data active means fold change above about 3.3
Hsp70 act = switches on Hsp70 transcription; HeLa Hsp70 promoter luciferase reporter, luminescence; scaled: vehicle 0, proteasome-inhibitor control 100%; activation, % at 10 µM; 200,000 tested, 0.04% active;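 active means activation above the mean across all tested compounds plus 3 SD, cutoff set per campaign, cut at about 5.5% in these data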;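 further: 100% = MG132 at 30 µM as the positive control and 0% = DMSO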
STAT1 blocker = STAT1 signaling inhibition | 200,000 tested, 0.35% active | NIH 3T3 STAT1-luciferase reporter, IFN-gamma, luminescence | inhibition, % at 5.5 µM;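 active means inhibition above a set limit, the mean inhibition across all tested compounds plus 3 SD, cut at about 34% in these data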;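 further: 0% = IFN-gamma with DMSO and 100% = IFN-gamma with 300 µM nifuroxazide; values of inactives mirror those of a sister screen read the other way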
* marks the source's active call; other numbers are inactive results; . = not tested or not shown.

SMILES	STAT3 act	Redox H2O2 prof	STAT3 inh	Efa HMGR inh	TLR4-MyD88 BLA	STAT1 activator	APP 5'UTR act	NF-kB expr up	Hsp70 act	STAT1 blocker
O=C(CSCc1cccc(Cl)c1)NCc1ccc2c(c1)OCO2	102	2.0	2	0	-10	99	12	1.2	0.1	1
Nc1cc(=O)[nH]c(=O)n1Cc1ccccc1	99	0.2	-2	-8	-6	105	5	1.2	-0.4	-5
COCCN1C(=O)c2oc3ccccc3c(=O)c2C1c1ccc(O)c(OC)c1 (configuration not stated)	112	-2.4	-14	-7	2	104	-3	0.99	-0.2	-3
O=C1C2=C(NC(=S)NC2c2ccc(Cl)cc2)NC(c2ccc(Cl)cc2)N1c1ccc(Cl)cc1 (configuration not stated)	99	2.5	6	-2	-2	107	6	1.1	0.0	-7
CC1=Nn2c(nnc2-c2cc(C)[nH]n2)SC1	103	-0.8	0	2	-19	106	-4	1.1	-0.1	-6
CC1C(c2ccccc2)N(C)CCC12NC(=O)NC2=O (configuration not stated)	104	0.1	-3	-3	8	98	27	1.4	-0.2	2
CSc1ccccc1NC(=O)COC(=O)c1ccccc1O	99	-0.8	3	-5	-10	106	11	1.4	0.7	-7
COc1ccc(C(=O)NCc2cccnc2)cc1	100	0.7	2	-1	-9	104	12	1	-0.3	-4
Nc1nc(SCc2ccc(Cl)c(Cl)c2)n[nH]1	103	2.2	-4	1	2	104	7	1.2	-0.1	-5
Cc1cc(C)c(NC(=O)c2ccc(CN3CCc4ccccc4C3)cc2)c(C)c1	96	0.3	6	-3	-10	99	-12	0.84	-0.3	1
CS(=O)(=O)N1CCN(c2ccc(NC(=O)CSc3ccc(Cl)cc3)cc2)CC1	108	0.3	-11	-6	-7	100	.	1.3	0.1	0
COc1cccc(C(C(=O)NCC2CCCO2)N(CC2CCCO2)C(=O)CN2C(=O)c3ccccc3S2(=O)=O)c1 (configuration not stated)	107	1.0	-2	-2	-7	101	7	1.2	-0.1	-3
COc1ccccc1C(=O)C1Nc2ccccc2-c2nnc(SC)nc2O1 (configuration not stated)	106	2.6	-1	-2	-1	93	-12	1.1	0.4	7
Cc1cccc(OCc2nnc(SCc3cc(=O)[nH]c4ccccc34)n2-c2ccccc2)c1	112	-0.8	-16	1	-9	105	13	0.77	0.2	-5
COCCn1c(C)cc(C(=O)CSc2nc3ccccc3o2)c1C	74	1.1	33	1	12	158*	177*	1.8	0.1	-63
Cc1cc(C)n2nc(SCC(=O)N/N=C/c3ccccn3)nc2n1	91	-0.2	11	-3	-4	98	-11	1.1	-0.2	2
COc1ccc(C2CC(c3cccs3)=NN2C(=O)COC(=O)c2cc3ccccc3cc2O)cc1OC (configuration not stated)	107	-0.1	-10	-4	-2	101	0	0.99	-0.2	-1
O=C(c1cccc(Oc2ccc([N+](=O)[O-])cc2Cl)c1)N1CCCCC1	83	-0.9	28	0	1	93	16	1	-0.4	7
Cc1ccc2c(Cl)cc(Cl)c(OCC(=O)NCc3ccco3)c2n1	102	1.1	4	1	-2	99	-6	0.73	-0.1	1
Cc1ccc(-c2nsc(SCC(=O)NCc3ccc4c(c3)OCO4)n2)cc1	97	1.1	-2	-2	-3	106	-10	1	-0.4	-7
Cc1ccc(OCCn2c(CCCO)nc3ccccc32)cc1	96	0.0	4	-10	5	102	-15	0.81	-0.1	-2
c1ccc(Cc2nn3c(Cn4nnc5ccccc54)nnc3s2)cc1	114	2.6	-15	-3	0	115	10	1.1	0.1	-16
C=C(C)COc1ccc(-c2nc(N)ncc2Oc2ccc(OC)cc2)c(O)c1	104	-0.1	-2	0	-5	99	-8	1.2	-0.2	1
Cc1ccc(C(=O)O/N=C/c2c(Cl)n(C)c3ccccc23)cc1	99	-7.6	6	0	-3	99	5	1.2	-0.3	1
CN(C)S(=O)(=O)c1ccc(Cl)c(NC(=O)CSc2nc3c(cc2C#N)C(=O)CCC3)c1	113	4.4	-13	0	-6	98	4	2.1	-0.3	3
(more compounds)
SMILES	STAT3 act	Redox H2O2 prof	STAT3 inh	Efa HMGR inh	TLR4-MyD88 BLA	STAT1 activator	APP 5'UTR act	NF-kB expr up	Hsp70 act	STAT1 blocker
COc1nnc(-c2ccc(N3CCOCC3)c(NC(C)=O)c2)c2ccccc12	93	-0.3	15	-3	7	94	11	1.1	-0.2	6
CC1=Nc2ccc(C)c3nc(C)cc(c23)N1c1ccc(C)cc1	119	1.2	-17	-5	8	99	.	0.97	0.0	1
CCn1c(CN2CCN(C(=O)c3ccco3)CC2)nc2c1c(=O)n(C)c(=O)n2C	97	-0.2	4	0	-17	96	-7	1.1	-0.2	4
C(=N\Nc1nc(N2CCCC2)nc(N2CCCC2)n1)/c1cccnc1	99	0.5	8	-3	2	97	-5	0.92	-0.2	1
CCOC(=O)c1c(C)nc(C)c(C(=O)OCC)c1-c1ccc(Br)cc1	101	0.4	-6	-9	-9	99	2	0.82	-0.2	1
COc1ccccc1N1CCN(C(=O)c2c(C)cc(=O)oc2C)CC1	100	-1.5	5	-1	0	98	4	0.93	0.0	2
O=S(=O)(Nc1nc2ccccc2nc1Cl)c1ccc(Br)cc1	99	-2.8	2	5	-5	92	-25	1.2	0.7	6
O=C(OCC(=O)N1CCN(C(=O)c2ccco2)CC1)c1cc(-c2ccccc2)nc2ccccc12	85	1.4	22	0	-10	109	-16	0.45	0.3	-10
COc1cc(/C=N/n2cnnc2)ccc1OC(=O)c1cccnc1	93	0.9	8	-7	-8	108	8	1	-0.5	-8
Cc1ccc(-c2cc(=O)[nH]c3ccccc23)cc1	108	0.8	-6	.	2	110	-16	.	-0.1	-13
CCn1cc(C(=O)NCCCOC)c2cc(OC)c(OC)cc2c1=O	106	-2.4	0	-2	11	106	12	1.1	-0.2	-6
CC(C)CNC(=O)c1cccc(NC(=O)Cc2ccc(Br)cc2)c1	100	0.0	2	-8	-6	103	-21	0.69	-0.4	-3
O=C(Nc1nc(-c2ccc(Cl)cc2Cl)cs1)c1ccc(OCC2CCCO2)cc1 (configuration not stated)	98	-0.3	5	-2	-3	108	11	0.52	0.1	-9
Cc1ccc(S(=O)(=O)N2CCCOC2CNC(=O)C(=O)NCc2ccncc2)cc1 (configuration not stated)	81	-0.1	24	1	5	96	-3	1.3	-0.3	4
Cc1c(NC(=O)COC(=O)c2ccccc2Cl)c(=O)n(-c2ccccc2)n1C	107	-1.1	-3	-2	7	106	-4	1.1	-0.4	-7
O=C1NCCCC1C(=O)NCCN1C(=O)CCC1=O (configuration not stated)	99	-0.4	4	-1	6	105	6	1.1	-0.1	-5
O=C(O)c1cc(C(=O)C2CC2)c[nH]1	98	-1.4	4	0	-11	103	16	1	0.1	-4
O=C(Nc1c(F)cccc1F)c1cnc(N2CCN(c3ccccn3)CC2)c2ccccc12	98	0.1	8	2	-3	106	-8	0.31	-0.1	-7
CCCC1C2C(=O)N(c3ccccc3)C(=O)C2ON1c1ccccc1 (configuration not stated)	103	0.0	-2	-1	1	104	0	0.95	-0.4	-3
Cc1ccc(CCN2CC(C(=O)NC3CCCC3)CC2=O)cc1 (configuration not stated)	100	-0.9	3	-2	-8	97	-7	1	0.0	3
O=C(c1ccc2nc(N3CCOCC3)sc2c1)N1CCN(C(=O)c2ccco2)CC1	98	-0.9	11	2	-2	102	11	1	-0.2	-2
Cc1cccn2c(=O)c3cc(C(N)=S)c(=N)n(CCCN4CCOCC4)c3nc12	99	-1.1	12	-1	-19	105	9	0.92	-0.1	-8
COc1ccc(Cl)cc1CN1CCN(c2nc(C)cc(C)c2C#N)CC1	91	-0.2	15	-1	-6	97	2	0.7	-0.1	4
O=C1CN(S(=O)(=O)c2ccc(Cl)cc2)CC(=O)N1CCc1ccccc1	102	0.0	5	0	2	104	-7	0.9	-0.1	-4
Fc1ccc(COc2ccc(Cl)cc2/C=N/Nc2nc(N3CCCC3)nc(N3CCCC3)n2)cc1	97	2.2	7	4	-2	105	-2	0.99	-0.1	-5
More compounds.
SMILES	STAT3 act	Redox H2O2 prof	STAT3 inh	Efa HMGR inh	TLR4-MyD88 BLA	STAT1 activator	APP 5'UTR act	NF-kB expr up	Hsp70 act	STAT1 blocker
O=S(=O)(c1cccc(-c2nc3n(n2)Cc2ccccc2-3)c1)N1CCCC1	92	-0.4	14	-9	7	109	9	1.1	-0.3	-12
CC(C)NS(=O)(=O)c1ccc(CCC(=O)N2CCCCC2)cc1	105	-0.8	-3	-14	-10	95	-7	1.2	-0.4	4
COC(=O)COc1ccc(S(=O)(=O)Nc2ccccc2C(=O)OC)cc1	111	1.1	-10	-7	4	96	10	1.1	-0.2	4
COc1ccc(C(CC(=O)c2ccccc2)C2CCCCC2=O)cc1 (configuration not stated)	89	0.2	20	-3	13	97	16	1.1	-0.3	3
COc1cc2c(cc1OC)C(COc1ccc(F)cc1)N(C(=O)c1ccco1)CC2 (configuration not stated)	98	-0.2	6	-1	6	95	1	0.51	-0.3	5
Cc1ccc(-c2cc(C(=O)NCCc3ccccn3)c3ccccc3n2)c(C)c1	110	0.6	-14	1	-6	105	-10	1	0.1	-5
COc1ccc(C2=Nn3c(nnc3-c3ccncc3)SC2)cc1	101	0.3	3	-3	0	76	-3	1.1	-0.1	26
OC(c1cccnc1)c1cccs1 (configuration not stated)	107	0.0	-5	0	-11	103	8	1.1	0.1	-3
CN1CCN(C(=O)CCCOc2ccc(Cl)cc2Cl)CC1	91	0.0	15	-11	4	100	9	1.1	0.2	0
CCN1C(=O)C(CC(=O)Nc2cc(C)ccc2C)SC1=Nc1ccc(S(N)(=O)=O)cc1 (configuration not stated)	105	1.4	-6	-8	5	93	.	1.2	-0.1	9
CSC1=NSC2=NC(=O)/C(=C\c3cccs3)C(=N)N12	102	-0.7	-6	-4	8	104	95	1.2	0.0	-2
CN(C)CCCN(C(=O)c1cc2ccccc2oc1=O)c1nc2ccc(F)cc2s1	101	0.1	-5	-1	4	90	1	1.2	-0.3	11
O=C(N/N=C/c1ccc(Br)s1)c1ccc([N+](=O)[O-])cc1	90	0.2	19	0	-6	108	-36	1.3	-0.1	-9
CN1C(C(=O)c2ccccc2)=C(N)c2ccccc2S1(=O)=O	97	-0.1	9	0	-26	100	-9	.	0.2	1
CCc1noc(C)c1C(=O)N1CCCC(CCC(=O)NCc2cccc(OC)c2)C1 (configuration not stated)	98	-1.0	8	-2	-27	98	5	1.2	0.0	1
O=C(Cn1cc(S(=O)(=O)N2CCN(c3ccccc3F)CC2)c2ccccc2c1=O)NCCCN1CCCCCC1	100	0.3	2	1	7	110	-10	0.82	-0.2	-13
CC(C)C(NC=C1C(=O)OC(C)(C)OC1=O)C(=O)O (configuration not stated)	106	0.4	-7	3	-6	101	15	1.4	-0.2	-1

Entries of single compounds, quoted from the list. Screens in order: STAT3 act, Redox H2O2 prof, STAT3 inh, Efa HMGR inh, TLR4-MyD88 BLA, STAT1 activator, APP 5'UTR act, NF-kB expr up, Hsp70 act, STAT1 blocker
`COc1cc2c(cc1OC)C(COc1ccc(F)cc1)N(C(=O)c1ccco1)CC2` (configuration not stated) across the screens: 98, -0.2, 6, -1, 6, 95, 1, 0.51, -0.3, 5
`O=S(=O)(c1cccc(-c2nc3n(n2)Cc2ccccc2-3)c1)N1CCCC1` across the screens: 92, -0.4, 14, -9, 7, 109, 9, 1.1, -0.3, -12
`CCc1noc(C)c1C(=O)N1CCCC(CCC(=O)NCc2cccc(OC)c2)C1` (configuration not stated) across the screens: 98, -1.0, 8, -2, -27, 98, 5, 1.2, 0.0, 1
